EPAC1 agonist: agonists of human EPAC1; O95398; EPAC1 agonist qHTS, biochemical assay; response scale: 100% = response to 6.5 mM cAMP; Potency, µM (top dose mostly 154 µM), for the others: top-dose activation, actives largely listed as activators; 360,000 tested, 0.073% active; note: potency is the fitted concentration of half-maximal effect; nearly all actives have a fitted effect of over 60% in size
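Fluorescent GDP-exchange assay: 100 nM EPAC1 with 250 nM Rap1B preloaded with BODIPY-GDP and 50 uM GDP; compounds tested as concentration series, 5 min at room temperature, then read every 5 min for 30 min (ex 480/em 540 nm); normalized to 6.5 mM cAMP.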
EPAC1 antagonist: EPAC1 (human) antagonism; EPAC1 GEF assay, Rap1b-BODIPY-GDP exchange fluorescence; Potency, µM (top dose mostly 115 µM), for the others: top-dose activity change, negative = inhibition, hits mostly inhibitors; 360,000 tested, 0.14% active;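 note: potency is the fitted concentration of half-maximal effect; plate controls were vehicle for no effect and positive control for full effect; nearly all actives have a fitted effect of over 50% in size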
WRN helicase inh: WRN helicase (human) inhibition; WRN helicase unwinding, fluorescent forked duplex, kinetic; Potency, µM (doses to about 114 µM), for the others: at the highest dose activity change, negative = inhibition, actives largely listed as inhibitors; 360,000 tested, 0.46% active; note: potency is the fitted concentration of half-maximal effect; % is set by controls: 0 for no effect and ±100 for the full control effect; nearly all actives have a fitted effect of over 55% in size
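WRN at 20 nM final was preincubated with compound for 15 min at room temperature; reaction started with 100 nM forked duplex oligonucleotide carrying fluorophore and quencher plus 2 mM ATP (final). Unwinding followed kinetically by red fluorescence (ex 525/em 598 nm).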
CCT modulator: changes cytosolic chaperonin activity. purified chaperonin ATPase assay, HTRF ADP detection, 30 min. activity change, % (concentration not given with the values), hits read low. 360,000 tested, 0.3% active; in the data active = activity change below about -30%; note: % is set by controls: 0 for no effect and ±100 for the full control effect
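Nucleotide hydrolysis assay: TRiC at 20–40 nM final (set by batch activity) with 10 uM ATP, 30 min at 37 °C, in presence of 76 uM compound. Detection by competitive ADP HTRF, 30 min ambient.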
EPAC2 agonist: EPAC2 (human) agonism; 360,000 tested, 0.079% active; EPAC2 activation, biochemical qHTS; response scale: 100% = 6.5 mM cAMP response; Potency, µM (titrated, usually from 154 µM), for inactives: at the highest dose activation, hits mostly activators; Q8WZA2; note: potency is the fitted concentration of half-maximal effect; nearly all actives have a fitted effect of over 50% in size
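Compounds were titrated in qHTS against a Rap1B-BODIPY-GDP (250 nM) complex with EPAC2 (100 nM) and GDP (50 uM). BODIPY-GDP release tracked at 480/540 nm over 30 min at room temperature, normalized to 6.5 mM cAMP.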
PLK1 PBD block: PLK1 (human) polo-box domain binding inhibition | P53350 | Plk1 PBD binding of FITC phosphopeptide, fluorescence polarization | Potency, µM, inactives show max response, negative = inhibition, actives largely listed as inhibitors | 360,000 tested, 2.8% active; note: potency is the fitted concentration of half-maximal effect; series mostly up to about 57 µM; % is set by controls: 0 for no effect and ±100 for the full control effect; nearly all actives have a fitted effect of over 65% in size
Target sequence (P53350 whole entry, looked up, the tested form may be a part): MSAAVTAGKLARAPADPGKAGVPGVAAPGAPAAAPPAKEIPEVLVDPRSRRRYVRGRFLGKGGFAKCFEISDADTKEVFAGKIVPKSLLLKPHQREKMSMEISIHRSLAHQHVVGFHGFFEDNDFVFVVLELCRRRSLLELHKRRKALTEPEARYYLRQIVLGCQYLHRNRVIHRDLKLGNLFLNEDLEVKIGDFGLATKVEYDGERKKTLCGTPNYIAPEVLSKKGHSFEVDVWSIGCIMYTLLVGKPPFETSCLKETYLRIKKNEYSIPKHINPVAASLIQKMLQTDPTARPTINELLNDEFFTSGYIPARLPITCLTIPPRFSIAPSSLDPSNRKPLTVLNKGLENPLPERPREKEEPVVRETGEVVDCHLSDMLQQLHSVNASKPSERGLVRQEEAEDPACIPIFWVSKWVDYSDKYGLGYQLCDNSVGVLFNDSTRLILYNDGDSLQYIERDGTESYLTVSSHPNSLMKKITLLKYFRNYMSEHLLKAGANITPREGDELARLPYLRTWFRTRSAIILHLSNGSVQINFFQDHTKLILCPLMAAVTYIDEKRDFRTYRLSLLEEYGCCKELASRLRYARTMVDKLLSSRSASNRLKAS
IL2 activator: activates IL-2 in a cell-based reporter assay; IL-2 activation reporter assay, cell-based qHTS; stimulated with anti-CD3/CD4/CD28 beads; in transgenic mouse T cells; activation, % (series mostly up to about 46 µM); 360,000 tested, 0.065% active; AID 652025; in the data active = activation above about 50%; inconclusive = mostly about 30% to 49%; note: 0% is about no effect
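EGFP and DsRed fluorescence is measured by plate cytometry in unstimulated transgenic mouse T cells exposed to compound for 60 minutes, then stimulated 18 hours at 37 degrees C with anti-CD3/anti-CD4 beads plus anti-CD28.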
PI5P4Ka inh: inhibitors of human PI5P4K alpha; P48426; PI5P4Kalpha enzyme, ADP-Glo luminescence, 60 min; active compounds read low; max response, %; 330,000 tested, 1.2% active; AID 652105; active = max response of -50% or lower; inconclusive = between -30% and -50%; inactive = -30% or higher; note: value at the top dose of about 77 µM; % is set by controls: 0 for no effect and ±100 for the full control effect
Target sequence (P48426 whole entry, looked up): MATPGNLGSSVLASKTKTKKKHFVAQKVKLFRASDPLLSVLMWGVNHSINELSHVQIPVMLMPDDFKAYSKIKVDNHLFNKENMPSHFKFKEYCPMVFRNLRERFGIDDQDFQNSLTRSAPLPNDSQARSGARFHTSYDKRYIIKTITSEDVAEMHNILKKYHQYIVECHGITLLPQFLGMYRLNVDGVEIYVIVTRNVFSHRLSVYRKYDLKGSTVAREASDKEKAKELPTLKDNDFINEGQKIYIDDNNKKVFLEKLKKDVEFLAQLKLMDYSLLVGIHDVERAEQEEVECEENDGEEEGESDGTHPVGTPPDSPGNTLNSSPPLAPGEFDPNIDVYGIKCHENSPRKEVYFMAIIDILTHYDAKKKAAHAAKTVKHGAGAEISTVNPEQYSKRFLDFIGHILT
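Human PI5P4Kalpha with substrate in 0.038 M HEPES pH 7.4, 0.28 mM EGTA, 0.1% CHAPS, 5% DMSO; reaction started with 5 microM ATP (final), 60 min at room temperature. ADP formed read by ADP-Glo luminescence.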
* hit, by the source's call; ? = inconclusive; · = no result given; [ ] = remark or other dose. Unless noted, calls come from the whole dose curve; as a rule, active = well fitted curve in the direction sought with a large enough effect; inconclusive = small, poorly fitted or top-dose-only effect, or another doubt; inactive = no such curve, though single readings can be large; an effect the other way counts as inactive or inconclusive.

SMILES	EPAC1 agonist	EPAC1 antagonist	WRN helicase inh	CCT modulator	EPAC2 agonist	PLK1 PBD block	IL2 activator	PI5P4Ka inh
O=C(NCCOc1ccccc1)c1cccc(S(=O)(=O)NCc2ccccc2)c1	5%	-8%	-26%	2.8	10%	5%	-0.6	0
COc1ccc(S(=O)(=O)N2CCC(C(=O)NCC3CCCCC3)CC2)cc1	-2%	3%	5%	-1.7	0%	3%	0.2	-4
O=C(N[C@H]1C=C[C@H](CC(=O)N2CCCCC2)O[C@@H]1CO)c1cccc(F)c1	10%	2%	0%	·	6%	-4%	0.0	1
CCOC(=O)C1=C(c2ccccc2)Nc2c(c(=O)n(C)c(=O)n2C)C1c1ccc(O)c(OC)c1 (stereo not given)	-2%	0%	-4%	-0.7	8%	-3%	-0.2	1
CCc1nnc(NC(=O)NCN2C(=O)C3C4C=CC(C4)C3C2=O)s1 (stereo not given)	-3%	-4%	2%	-0.6	5%	0%	0.0	-2
O=C(NCc1ccncc1)/C(=N/O)c1ccccc1	-16%	13%	3%	2.4	18%	-1%	0.3	9
O=C(NC1CCCCCC1)C1CC(=O)N(c2ccc(Cl)cc2)C1 (stereo not given)	-1%	-13%	-7%	1.1	1%	-10%	1.3	-4
CCCCC(=O)NN(C)c1nc(-c2ccccc2)nnc1C(F)(F)F	-4%	-3%	0%	-0.2	-5%	-7%	2.1	1
CCc1ccc(N2CCN(S(=O)(=O)CC34CCC(CC3=O)C4(C)C)CC2)cc1 (stereo not given)	10%	-5%	0%	-3.6	11%	-24%	-0.2	4
CCOCCCNC(=O)c1[nH]c(C)c(C(C)=O)c1C	8%	-13%	2%	-1.5	7%	-2%	2.2	1
COc1cccc(CC(=O)Nc2nccs2)c1	5%	3%	-3%	-1.9	18%	-6%	-1.3	·
CC(C)[C@H]1C=C(C(=O)O)O[C@@H](OCc2ccc(CO)cc2)C1	7%	-12%	-4%	-0.8	11%	-6%	-0.5	-1
O=C(O)c1ccc(CSc2nc3c(c(=O)[nH]2)CCC3)cc1	0%	-11%	-18%	2.9	-19%	-2%	0.7	1
CC(C)NC(=O)C1(C)CN(S(C)(=O)=O)CC(=O)N1Cc1cccs1 (stereo not given)	0%	-13%	-2%	·	0%	0%	-0.7	0
Cc1cccc(NC(=O)CSc2nnc(-c3n[nH]c4ccccc34)o2)c1	3%	11%	-35%[57.1 µM]	0.7	5%	-8%	2.2	5
O=C(c1ccc2c(c1)OCCO2)C1CCN(S(=O)(=O)c2cccc(F)c2)CC1	15%	-23%	-1%	-0.4	11%	-6%	-1.1	·
CCC(=O)N1CCc2cc(Br)cc(S(=O)(=O)NCCN3CCCCC3C)c21 (stereo not given)	0%	0%	-7%	-0.2	-4%	-2%	2.8	0
COc1ccc(C2CC(c3ccccc3)=NN2S(=O)(=O)c2ccccc2)cc1 (stereo not given)	6%	4%	-15%	-1.5	19%	15%	-0.4	0
CC(=O)c1sc(NC(=O)c2ccc(C)cc2)nc1C	2%	-3%	2%	-2.5	-9%	0%	0.9	4
COCCN1C(=O)C(=O)/C(=C(/O)c2ccc(OC(C)C)cc2)C1c1cccnc1 (stereo not given)	3%	0%	-1%	-1.2	12%	-1%	-2.5	·
CNS(=O)(=O)c1cccc(C(=O)OCC(=O)Nc2ccc(-c3nc4ccc(C)cc4s3)cc2)c1	-2%	3%	1%	1.2	-10%	10%	0.5	-1
Cn1ncc(N=Cc2ccccc2O)c1C(=O)N1CCOCC1	4%	0%	-6%	2.5	-2%	-4%	-0.2	5
Cn1cnnc1SCC(=O)NC1CC1	-1%	4%	-16%	-1.3	-3%	-5%	-1.5	7
O=C(CCN1CCN(CCO)CC1)Nc1ccc(Br)cc1	4%	-10%	7%	1.8	3%	2%	1.4	3
CC(=O)c1c(-c2ccccc2)c2cc([N+](=O)[O-])ccc2[nH]c1=O	-4%	-5%	-9%	2.2	2%	-8%	-0.6	-1
COc1ccc(S(=O)(=O)N=C2C=C(C)C(=O)C(C)=C2)cc1	1%	-9%	4%	-0.5	-13%	?	-3.1	·
Cc1nc2cc(NC(=O)C3(C)CCCN(C(C)C)C3)ccc2o1 (stereo not given)	-4%	10%	5%	1.2	-4%	4%	0.1	24
COCCN(C(=O)COC(=O)c1cccs1)c1c(N)n(Cc2ccccc2)c(=O)[nH]c1=O	-1%	1%	5%	0.6	6%	3%	1.2	-1
Cc1cc(C(=O)NC(C)c2ccc3c(c2)OCO3)cs1 (stereo not given)	6%	-12%	-3%	1.1	0%	1%	-0.1	·
CCOC(=O)NCc1ccc2c(c1)OCO2	-1%	-3%	-14%	1.7	0%	2%	-2.1	3

Brought forward from above: five compounds, followed by the next part.
SMILES	EPAC1 agonist	EPAC1 antagonist	WRN helicase inh	CCT modulator	EPAC2 agonist	PLK1 PBD block	IL2 activator	PI5P4Ka inh
COc1ccc(S(=O)(=O)N=C2C=C(C)C(=O)C(C)=C2)cc1	1%	-9%	4%	-0.5	-13%	?	-3.1	·
Cc1nc2cc(NC(=O)C3(C)CCCN(C(C)C)C3)ccc2o1 (stereo not given)	-4%	10%	5%	1.2	-4%	4%	0.1	24
COCCN(C(=O)COC(=O)c1cccs1)c1c(N)n(Cc2ccccc2)c(=O)[nH]c1=O	-1%	1%	5%	0.6	6%	3%	1.2	-1
Cc1cc(C(=O)NC(C)c2ccc3c(c2)OCO3)cs1 (stereo not given)	6%	-12%	-3%	1.1	0%	1%	-0.1	·
CCOC(=O)NCc1ccc2c(c1)OCO2	-1%	-3%	-14%	1.7	0%	2%	-2.1	3
COc1cccc(N2C(=NC(=O)CCc3ccccc3)SC3CS(=O)(=O)CC32)c1 (stereo not given)	-7%	-3%	3%	-1.9	-8%	2%	-3.2	0
CC(=O)Nc1ccccc1Sc1ccccc1	2%	7%	1%	0.1	11%	-1%	-0.9	·
O=C(CCl)Nc1ccc(S(=O)(=O)NC2=NCCCCC2)cc1	-9%	4%	9%	1.4	0%	-2%	-7.0	-7
O=[N+]([O-])c1cccc(-c2cn3nc(-c4ccccc4)c(-c4ccccc4)nc3n2)c1	13%	-2%	-1%	2.5	4%	-17%	3.0	-3
COc1ccccc1/C=C/C(=O)NCCC1=CCCCC1	1%	9%	-1%	-2.2	2%	-8%	1.5	-1
COc1ccc([C@H]2CC(=O)C=C(c3cc4ccccc4s3)C2)cc1	-6%	8%	13%	-2.2	-3%	4%	0.2	0
CN1CCN(c2ccc(S(=O)(=O)N3CCCCC3)cc2NC(=O)CSCc2ccccc2)CC1	-15%	-23%	7%	-3.9	3%	-9%	-1.9	-4
Cc1ccc(NC(=O)CSc2nc3c(c(=O)[nH]2)CCCC3)cc1C	15%	-5%	-4%	0.5	-1%	-6%	-5.1	7
FC(F)(F)c1nnc2ccc(Cl)nn12	0%	-4%	-8%	-0.1	-3%	6%	1.9	5
COc1cccc(NC(=O)C2C3C=CC4(O3)C2C(=O)N(C2CC2)C4C(=O)NC2CCCCC2C)c1 (stereo not given)	-1%	-19%	19%[57.1 µM]	-4.5	-2%	-8%	-3.1	-6
O=C(CN1C(=O)CC(c2ccco2)Sc2ccccc21)NC1CCCCC1 (stereo not given)	-17%	-14%	-6%	-0.6	7%	-3%	-0.7	-9
CC1(C(=O)O)CCC(C(=O)NNC(=O)c2ccccc2O)C1(C)C (stereo not given)	7%	-7%	1%	-0.7	4%	2%	4.7	5
COc1ccc(S(=O)(=O)N(C)CC(=O)Nc2ccc3c(c2)OCCO3)cc1OC	10%	9%	6%	-1.1	-11%[15.6 µM]	-8%	-0.6	-1
CN(CCN(C)C(=O)c1[nH]cnc1C(=O)Nc1ccccc1)C(=O)c1[nH]cnc1C(=O)Nc1ccccc1	9%	-18%	-9%	0.8	3%	2%	-0.3	8
COC(=O)c1c(NC(=O)c2ccco2)sc2c1C(C(=O)OC)CC2 (stereo not given)	-6%	-13%	-8%	0.8	-3%	-5%	1.9	0

Ordered by number of heavy atoms (low to high): 4 of the compounds above.
SMILES	EPAC1 agonist	EPAC1 antagonist	WRN helicase inh	CCT modulator	EPAC2 agonist	PLK1 PBD block	IL2 activator	PI5P4Ka inh
FC(F)(F)c1nnc2ccc(Cl)nn12	0%	-4%	-8%	-0.1	-3%	6%	1.9	5
COc1cccc(N2C(=NC(=O)CCc3ccccc3)SC3CS(=O)(=O)CC32)c1 (stereo not given)	-7%	-3%	3%	-1.9	-8%	2%	-3.2	0
CN1CCN(c2ccc(S(=O)(=O)N3CCCCC3)cc2NC(=O)CSCc2ccccc2)CC1	-15%	-23%	7%	-3.9	3%	-9%	-1.9	-4
CN(CCN(C)C(=O)c1[nH]cnc1C(=O)Nc1ccccc1)C(=O)c1[nH]cnc1C(=O)Nc1ccccc1	9%	-18%	-9%	0.8	3%	2%	-0.3	8

Further entries follow:
SMILES	EPAC1 agonist	EPAC1 antagonist	WRN helicase inh	CCT modulator	EPAC2 agonist	PLK1 PBD block	IL2 activator	PI5P4Ka inh
CN(Cc1cccs1)C(=O)CN1CCN(S(=O)(=O)c2ccc3c(c2)OCCCO3)CC1	-22%	-1%	-11%	1.4	7%	-7%	0.7	-7
CCc1nn(CCCC(=O)Nc2ccc(C)c(C)c2)c(=O)c2cc3occc3n12	1%	-2%	-9%	-1.7	4%	0%	2.0	-3
Cc1ccc(S(=O)(=O)N(C)c2ccc(C(=O)NCC(c3cccs3)N3CCOCC3)cc2)cc1 (stereo not given)	6%	-2%	-34%	-3.3	5%	-5%	-3.0	4
Cc1cccc(/C=N/NC(=O)Cc2cccs2)c1	-10%	11%	-1%	-6.0	-2%	2%	-0.4	7
NNC(=O)c1n[nH]c(=O)c2ccccc12	-1%	-16%	-6%	1.1	-2%	4%	0.2	-13

Record cards, from the list above. Screens in order: EPAC1 agonist | EPAC1 antagonist | WRN helicase inh | CCT modulator | EPAC2 agonist | PLK1 PBD block | IL2 activator | PI5P4Ka inh
Listed for CCc1nn(CCCC(=O)Nc2ccc(C)c(C)c2)c(=O)c2cc3occc3n12 = 1% | -2% | -9% | -1.7 | 4% | 0% | 2.0 | -3
Listed for Cc1ccc(S(=O)(=O)N(C)c2ccc(C(=O)NCC(c3cccs3)N3CCOCC3)cc2)cc1 (stereo not given) = 6% | -2% | -34% | -3.3 | 5% | -5% | -3.0 | 4

A portion of the library (hit frequency here may not be typical).
